# T cruzi HTS = inhibitors of intracellular Trypanosoma cruzi | intracellular Trypanosoma cruzi in host cells, plate reader | activity score (inhibition), % at 5.01 µM | actives 4.9% (n = 22,000) | AID 651903; in the data active = activity score above about 55%; inconclusive = no clear call, values can overlap the other calls;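 note: parasites and compound incubated about four days before reading; 0% = median of neutral control wells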
# INS-1E ATP HTS = preserves ATP levels in cytokine-treated INS-1E cells | INS-1E cytokine-induced death, ATP luminescence, 48 h; normalised: neutral wells 0, positive control 100 | AID 488910 | actives 0.1% (n = 20,000) | protection from cytokine-induced ATP loss, % at 10 µM;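 active = mean replicate protection from cytokine-induced ATP loss at least 50% and at least 75% of replicates each reaching 50%; inconclusive = meets only one of the two criteria, mean or replicate share; inactive = fails both the mean and replicate share criteria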
#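 assay system = INS-1E rat insulinoma cells | amount = 8000 cells per well | medium = phenol-red-free RPMI with 5% fetal bovine serum | doses = one compound concentration, pin transfer | timing = 48 h cytokine plus compound treatment, 10 min reagent incubation | also added = IL-1β, TNF-α and IFN-γ cytokine mix | signal = CellTiter-Glo luminescence measuring cellular ATP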
# Active calls of the source: *; ? = inconclusive; . = no result given.
SMILES,T cruzi HTS,INS-1E ATP HTS
C[C@H]1CN([C@@H](C)CO)C(=O)Cc2cc(NC(=O)C3CC3)ccc2O[C@H]1CN(C)CC1CC1,-15,6
C[C@H]1CN([C@@H](C)CO)C(=O)Cc2cc(NC(=O)CCN3CCOCC3)ccc2O[C@H]1CN(C)Cc1ccccc1,-7,2
C[C@H]1CN([C@@H](C)CO)C(=O)c2cccc(NC(=O)c3ccc(-c4nccs4)cc3)c2O[C@H]1CN(C)C(=O)Nc1ccc(C(F)(F)F)cc1,24,-11
C[C@@H]1CN([C@H](C)CO)C(=O)c2cc(NS(=O)(=O)c3ccc(F)cc3)ccc2O[C@@H]1CN(C)C(=O)Nc1ccc(C(F)(F)F)cc1,1,-9
Cc1noc(C)c1NC(=O)N(C)C[C@@H]1Oc2ccc(NS(=O)(=O)c3ccccc3)cc2C(=O)N([C@H](C)CO)C[C@@H]1C,-26,5
Cc1noc(C)c1S(=O)(=O)Nc1ccc2c(c1)C(=O)N([C@H](C)CO)C[C@@H](C)[C@H](CN(C)Cc1ccc(Oc3ccccc3)cc1)O2,0,1
Cc1noc(C)c1NC(=O)Nc1cccc2c1O[C@H](CN(C)C(=O)Nc1ccc(C(F)(F)F)cc1)[C@H](C)CN([C@H](C)CO)C2=O,11,-1
C[C@@H]1CN([C@@H](C)CO)C(=O)CCCn2nncc2CO[C@@H]1CN(C)C(=O)CCCN(C)C,-43,.
Cc1noc(C)c1S(=O)(=O)Nc1ccc2c(c1)CC(=O)N([C@H](C)CO)C[C@H](C)[C@H](CN(C)Cc1ccc3c(c1)OCO3)O2,13,-9
C[C@@H]1CN([C@H](C)CO)C(=O)c2cc(NC(=O)Nc3ccccc3)ccc2O[C@H]1CN(C)Cc1ccccc1,9,.
C[C@@H]1CN([C@H](C)CO)C(=O)Cc2cc(NC(=O)c3ccncc3)ccc2O[C@@H]1CN(C)C(=O)Nc1ccc(F)cc1,2,10
C[C@@H]1CCCCO[C@@H](CN(C)CC2CCCCC2)[C@@H](C)CN([C@H](C)CO)C(=O)c2cc(NC(=O)CCC(F)(F)F)ccc2O1,-18,-8
C[C@H]1CN([C@@H](C)CO)C(=O)Cc2cc(NC(=O)Nc3ccc4c(c3)OCO4)ccc2O[C@@H]1CN(C)Cc1ccc2c(c1)OCO2,51,-14
Cc1ccc(S(=O)(=O)Nc2ccc3c(c2)C(=O)N([C@H](C)CO)C[C@@H](C)[C@@H](CN(C)C(=O)Nc2ccc4c(c2)OCO4)O3)cc1,-5,-6
Cc1cc(C(=O)Nc2cccc3c2O[C@H](CN(C)CC2CCCCC2)[C@H](C)CN([C@H](C)CO)C3=O)n(C)n1,-17,-6
C[C@@H]1CN([C@H](C)CO)C(=O)Cc2cc(NC(=O)C3CC3)ccc2O[C@@H]1CN(C)C,-13,0
COc1ccc(S(=O)(=O)N(C)C[C@@H]2Oc3ccc(NS(=O)(=O)c4ccc(Cl)cc4)cc3CC(=O)N([C@H](C)CO)C[C@H]2C)cc1,1,-2
CC(C)(C)OC(=O)NC1(/C=N/NC(=O)CCCCCCC(=O)O)CCCC1,-21,-3
C[C@@H]1CN([C@H](C)CO)C(=O)c2cccc(NS(=O)(=O)c3cccs3)c2O[C@H]1CN(C)Cc1ccncc1,-7,6
C[C@H](CO)N1C[C@H](C)[C@@H](CN(C)C)Oc2ccc(NC(=O)Nc3ccc(C(F)(F)F)cc3)cc2C1=O,-6,-1
CC(C)NC(=O)Nc1ccc2c(c1)C(=O)N([C@@H](C)CO)C[C@H](C)[C@H](CN(C)Cc1ccc(C(=O)Nc3ccccc3N)cc1)O2,?,-12
C[C@@H]1CN([C@H](C)CO)C(=O)c2cc(NS(=O)(=O)c3cccs3)ccc2O[C@@H]1CN(C)S(=O)(=O)c1ccc(Cl)cc1,-11,3
Cc1noc(C)c1NC(=O)N(C)C[C@H]1Oc2c(NC(=O)NC3CCCCC3)cccc2C(=O)N([C@H](C)CO)C[C@H]1C,-5,2
COc1ccc(-c2cnc3c(c2)C(=O)N([C@H](C)CO)C[C@H](C)[C@H](CN(C)Cc2cccc(C)c2)O3)cc1,11,.
Cc1noc(C)c1NC(=O)Nc1cccc2c1O[C@H](CN(C)C(=O)NC1CCCCC1)[C@@H](C)CN([C@@H](C)CO)C2=O,-29,11

# 3 entries from above, with bars between the fields.
canonical_smiles | T cruzi HTS | INS-1E ATP HTS
C[C@@H]1CN([C@H](C)CO)C(=O)c2cc(NC(=O)Nc3ccccc3)ccc2O[C@H]1CN(C)Cc1ccccc1 | 9 | .
C[C@@H]1CN([C@H](C)CO)C(=O)Cc2cc(NC(=O)c3ccncc3)ccc2O[C@@H]1CN(C)C(=O)Nc1ccc(F)cc1 | 2 | 10
C[C@@H]1CCCCO[C@@H](CN(C)CC2CCCCC2)[C@@H](C)CN([C@H](C)CO)C(=O)c2cc(NC(=O)CCC(F)(F)F)ccc2O1 | -18 | -8

# Complete entries as entered above. Order of screens: T cruzi HTS	INS-1E ATP HTS
# C[C@H]1CN([C@@H](C)CO)C(=O)Cc2cc(NC(=O)Nc3ccc4c(c3)OCO4)ccc2O[C@@H]1CN(C)Cc1ccc2c(c1)OCO2 reads 51	-14
# Cc1noc(C)c1NC(=O)N(C)C[C@@H]1Oc2ccc(NS(=O)(=O)c3ccccc3)cc2C(=O)N([C@H](C)CO)C[C@@H]1C reads -26	5
# C[C@@H]1CN([C@H](C)CO)C(=O)c2cccc(NS(=O)(=O)c3cccs3)c2O[C@H]1CN(C)Cc1ccncc1 reads -7	6

# Next structures follow.
SMILES,T cruzi HTS,INS-1E ATP HTS
C[C@@H]1CCCCO[C@H](CN(C)C(=O)Nc2ccc(F)cc2)[C@@H](C)CN([C@H](C)CO)C(=O)c2cc(NC(=O)c3ccccc3)ccc2O1,-6,23
C[C@@H]1CN([C@H](C)CO)C(=O)Cc2cc(NC(=O)Nc3ccc(C(F)(F)F)cc3)ccc2O[C@@H]1CN(C)C(=O)NC1CCCCC1,-22,-3
O=C(NO)c1cccc(C(=O)N/N=C/c2cc(F)ccc2O)c1,-20,7
C[C@@H]1CCCCO[C@@H](CN(C)CC2CCCCC2)[C@@H](C)CN([C@H](C)CO)C(=O)c2cc(NS(=O)(=O)c3ccccc3)ccc2O1,15,-3
COc1ccc(NC(=O)N(C)C[C@@H]2Oc3ccc(NC(=O)Nc4ccc(C(F)(F)F)cc4)cc3CC(=O)N([C@H](C)CO)C[C@H]2C)cc1,-3,2
C[C@@H]1CN([C@@H](C)CO)C(=O)Cc2cc(NC(=O)CCN3CCOCC3)ccc2O[C@@H]1CN(C)S(C)(=O)=O,-15,6
C[C@H](CO)N1C[C@H](C)[C@@H](CN(C)S(=O)(=O)c2ccccc2)Oc2c(cccc2N(C)C)C1=O,-4,10
C[C@@H]1CN([C@H](C)CO)C(=O)Cc2cc(NS(=O)(=O)c3ccc(F)cc3)ccc2O[C@@H]1CN(C)Cc1ccc(C(=O)O)cc1,-29,13
C[C@@H]1CN([C@@H](C)CO)C(=O)c2cc(NC(=O)CCCN(C)C)ccc2O[C@@H]1CN(C)Cc1ccc2c(c1)OCO2,1,1
COc1ccc(NC(=O)Nc2ccc3c(c2)C(=O)N([C@@H](C)CO)C[C@@H](C)[C@H](CN(C)CC2CCCCC2)O3)cc1,-9,1
C[C@H](CO)N1C[C@H](C)[C@H](CN(C)S(=O)(=O)c2cn(C)cn2)Oc2ccc(NC(=O)Nc3ccc(F)cc3)cc2CC1=O,-8,3
Cc1ccc(S(=O)(=O)Nc2ccc3c(c2)CC(=O)N([C@@H](C)CO)C[C@H](C)[C@@H](CN(C)S(=O)(=O)c2ccc(C)cc2)O3)cc1,-6,2
C[C@@H]1CN([C@@H](C)CO)C(=O)c2cccc(NC(=O)Nc3ccc4c(c3)OCO4)c2O[C@@H]1CN(C)Cc1ccncc1,-43,15
CNC[C@H]1OCCCC[C@@H](C)Oc2ccc(NC(=O)c3ccccc3)cc2C(=O)N([C@H](C)CO)C[C@@H]1C,15,4
C[C@H]1CN([C@@H](C)CO)C(=O)c2cc(NS(=O)(=O)c3ccccc3)ccc2O[C@H]1CN(C)Cc1ccc(Cl)c(Cl)c1,52*,.
C[C@@H]1CN([C@H](C)CO)C(=O)c2cccc(NC(=O)c3ccc(-c4nccs4)cc3)c2O[C@@H]1CN(C)S(=O)(=O)c1cccs1,10,-5
C[C@H](CO)N1C[C@H](C)[C@H](CN(C)S(C)(=O)=O)Oc2ccc(NC(=O)Cn3cnnn3)cc2C1=O,-16,6
C[C@@H]1CN([C@H](C)CO)C(=O)Cc2cc(NC(=O)Nc3ccc4c(c3)OCO4)ccc2O[C@@H]1CN(C)C,3,12
COc1ccc(S(=O)(=O)N(C)C[C@@H]2Oc3ccc(NS(=O)(=O)c4cccs4)cc3C(=O)N([C@@H](C)CO)C[C@@H]2C)cc1,22,-5
C[C@@H]1CN([C@H](C)CO)C(=O)Cc2cc(NC(=O)Nc3ccc4c(c3)OCO4)ccc2O[C@@H]1CN(C)Cc1ccc(Oc2ccccc2)cc1,73*,-37
C[C@H]1CN([C@@H](C)CO)C(=O)c2cc(NS(=O)(=O)c3cn(C)cn3)ccc2O[C@@H]1CN(C)S(=O)(=O)c1ccc(F)cc1,-4,.
C[C@H]1CN([C@@H](C)CO)C(=O)c2cccc(NC(=O)Nc3ccc4c(c3)OCO4)c2O[C@@H]1CN(C)Cc1ccc2c(c1)OCO2,14,-1
C[C@H]1CN([C@@H](C)CO)C(=O)c2cccc(NS(=O)(=O)c3ccc(Cl)cc3)c2O[C@@H]1CN(C)C(=O)Nc1ccc(F)cc1,-20,1
C[C@@H]1CN([C@@H](C)CO)C(=O)c2cc(NC(=O)Cn3cnnn3)ccc2O[C@@H]1CN(C)Cc1ccc(C(F)(F)F)cc1,-1,-2
C[C@@H]1CN([C@@H](C)CO)C(=O)c2cccc(NC(=O)Nc3ccc(C(F)(F)F)cc3)c2O[C@H]1CN(C)C(=O)Nc1ccc(F)cc1,33,-13
# Additional compounds.
SMILES,T cruzi HTS,INS-1E ATP HTS
COc1ccc(CN(C)C[C@@H]2Oc3ccc(NC(=O)Nc4ccccc4)cc3C(=O)N([C@@H](C)CO)C[C@H]2C)cc1,2,-5
C[C@@H]1CN([C@H](C)CO)C(=O)c2cccc(NS(=O)(=O)c3ccccc3)c2O[C@H]1CN(C)Cc1ccncc1,3,0
C[C@@H]1CN([C@@H](C)CO)C(=O)c2cc(NC(=O)NC3CCCCC3)ccc2O[C@@H]1CN(C)Cc1ccncc1,-10,.
C=CCC/C=N/NC(=O)CCCCCCC(=O)O,-7,0
COC(=O)CCCCCCC(=O)N/N=C/C1=CC[C@H]2C[C@@H]1C2(C)C,-8,7
COc1ccc(NC(=O)Nc2ccc3c(c2)CC(=O)N([C@H](C)CO)C[C@H](C)[C@H](CN(C)Cc2ccc(C(=O)Nc4ccccc4N)cc2)O3)cc1,?,45
C[C@@H]1CN([C@@H](C)CO)C(=O)c2cccc(NC(=O)C3CCCCC3)c2O[C@@H]1CN(C)C(=O)Nc1ccc2c(c1)OCO2,-3,8
C[C@H]1CN([C@@H](C)CO)C(=O)Cc2cc(NC(=O)c3ccncc3)ccc2O[C@H]1CN(C)CC1CC1,-9,12
C[C@H](CO)N1C[C@H](C)[C@H](CN(C)Cc2ccc(-c3ccccc3)cc2)Oc2ccc(NC(=O)Nc3cccc4ccccc34)cc2C1=O,-18,-14
Cc1cc(C(=O)Nc2cccc3c2O[C@@H](CN(C)Cc2ccc4c(c2)OCO4)[C@H](C)CN([C@@H](C)CO)C3=O)n(C)n1,-17,1
C[C@@H]1CN([C@H](C)CO)C(=O)c2cccc(NS(=O)(=O)c3cn(C)cn3)c2O[C@@H]1CN(C)Cc1ccccc1,-24,8
C[C@@H]1CCCCO[C@H](CN(C)C(=O)Nc2ccc(C(F)(F)F)cc2)[C@@H](C)CN([C@H](C)CO)C(=O)c2cc(NC(=O)Cc3ccccc3)ccc2O1,71*,-20
C[C@@H]1CN([C@H](C)CO)C(=O)CCCn2cc(nn2)CO[C@@H]1CN(C)C(=O)Oc1ccccc1,-10,.
C[C@H](CO)N1C[C@H](C)[C@H](CN(C)S(=O)(=O)c2cccs2)Oc2ccc(NC(=O)Nc3ccc(F)cc3)cc2C1=O,15,4
C[C@@H]1CN([C@H](C)CO)C(=O)Cc2cc(NS(=O)(=O)c3ccccc3)ccc2O[C@H]1CN(C)S(=O)(=O)c1ccc(F)cc1,-3,9
Cc1ccc(S(=O)(=O)Nc2cccc3c2O[C@H](CN(C)Cc2ccc(Oc4ccccc4)cc2)[C@@H](C)CN([C@H](C)CO)C3=O)cc1,48,-11
COc1ccc(NC(=O)Nc2ccc3c(c2)C(=O)N([C@H](C)CO)C[C@@H](C)[C@@H](CN(C)C(=O)Nc2c(C)noc2C)O3)cc1,0,8
C[C@H]1CN([C@@H](C)CO)C(=O)Cc2cc(NC(=O)c3ccncc3)ccc2O[C@@H]1CN(C)S(=O)(=O)c1cccs1,-20,4
CN(C)CCCOc1ccc(/C=N/NC(=O)CCCCC(=O)NO)cc1,30,-8
COc1ccc(S(=O)(=O)Nc2ccc3c(c2)C(=O)N([C@@H](C)CO)C[C@H](C)[C@H](CN(C)S(=O)(=O)c2ccc(C)cc2)O3)cc1,11,.
CC(C)(C)/C=N/NC(=O)CCCCCCC(=O)Nc1ccccc1O,-1,3
Cc1noc(C)c1NC(=O)Nc1ccc2c(c1)C(=O)N([C@@H](C)CO)C[C@H](C)[C@@H](CN(C)Cc1ccc(Cl)c(Cl)c1)O2,1,.

# Exported with values under each structure: entries from further up.
# Below each compound – T cruzi HTS, INS-1E ATP HTS
- C[C@@H]1CN([C@H](C)CO)C(=O)c2cccc(NC(=O)c3ccc(-c4nccs4)cc3)c2O[C@@H]1CN(C)S(=O)(=O)c1cccs1
 : 10, -5
- C[C@H](CO)N1C[C@H](C)[C@H](CN(C)S(C)(=O)=O)Oc2ccc(NC(=O)Cn3cnnn3)cc2C1=O
 : -16, 6
